Assay outcomes deposited in PubChem BioAssay by several laboratories.
INS promoter inh: TRM-6 insulin promoter activity inhibition | TRM-6 cells (human fetal islet line), insulin promoter-eGFP reporter, imaging; reporter expression induced with tamoxifen | inhibition, % at 2 µM | hit rate 0.9% among 130,000 | AID 1273;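 active = inhibition above the mean plus 3 SD, with well images judged a real hit on visual review, cut at about 60% in these data, passing the limit was not always enough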
sdo1 growth: compounds rescuing growth of sdo1-depleted yeast, bone marrow failure model | AID 817 | hit rate 0.21% among 140,000 | S. cerevisiae sdo1-depleted JHY4D growth rescue, OD600 30 h; stronger effect = higher value; pdr5 snq2 efflux-pump mutant strain | z-score at 10 µM;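 active = z-score above 3 at both the 24 hr and the 30 hr optical density reads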;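 note: z-score against mean and SD of all compound wells on the same plate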
sdo1 growth Rescue 24 h: second read-out of sdo1 growth, no call of its own (marks repeat the call); z-score; S. cerevisiae sdo1-depleted JHY4D growth rescue, OD600; measured here: growth rescue at 24 h;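 0 is the plate mean of compound wells and units are plate SD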
Numbers without * were called inactive; i = inactive; . = not tested or not shown; [ ] = another dose, or the depositor's remark. An excerpt; rates above refer to the full screens.

Value order: INS promoter inh, sdo1 growth, sdo1 growth Rescue 24 h
- NCCOc1ccccc1Cc1ccccc1
 : -47.2, 0.72, 2.21
- O=C(CSc1nc2ccc(N3CCOCC3)cc2c(=O)n1CCc1ccccc1)NCC1CCCO1 (stereo not given)
 : 20.0, ., .
- O=c1[nH]c(-c2ccccc2)cs1
 : 30.8, 1.71, 1.18
- Cc1nnc(SCc2cc(=O)oc3ccc4ccccc4c23)n1Cc1ccccc1
 : ., -0.89, -1.28
- Cc1nc(SCc2c(F)cccc2Cl)c2c(=O)n(C)c(=O)n(C)c2n1
 : ., -2.09, -1.38
- COc1ccc(C(=O)COC(=O)c2ccc(NC(=O)c3ccccc3)cc2)cc1
 : 57.1, 1.51, 2.66
- O=C(/C(=C/O)N=Nc1cccc(C(F)(F)F)c1)c1ccccc1
 : 33.3, ., .
- Cc1ccc(C(=O)Nc2nnn(C)n2)cc1
 : 11.6, -0.85, -1.41
- O=c1c2c(nc3c(-c4ccc(Cl)cc4)c[nH]n13)CCC2
 : 61.5, ., .
- O=C(COC(=O)c1ccc(-c2cnc3ccccc3n2)cc1)c1ccccc1
 : 6.1, 0.6, 1.08
- CC(=O)Nc1ccccc1NC(=O)C/C(C)=N/NC(=O)c1ccc([N+](=O)[O-])c(Cl)c1
 : 21.4, 0.62, -0.87
- COc1ccc(S(=O)(=O)N2CCCC(C(=O)O)C2)cc1 (stereo not given)
 : -10.3, 2.1, 3.55
- Cc1noc(C)c1C(=O)Nc1cccnc1
 : 25.0, 0.16, -0.17
- O=C1C2CCCN2C(c2ccccc2F)N1c1ccc(Cl)cc1 (stereo not given)
 : ., -1.2, -1.08
- CCc1ccc2oc(-c3cccc(NC(=O)c4cccnc4)c3)nc2c1
 : -42.9, -1.26, -0.76
- CSc1ncnc2sc(C)c(C)c12
 : -438.9, ., .
- Cc1ccc(C(=O)Nc2ccc3cn[nH]c3c2)cc1S(=O)(=O)N1CCCCC1
 : 15.4, -0.57, 0.2
- Cc1nc2cc(C(F)(F)F)ccc2n1C1CCN(C(=O)N2CCOCC2)CC1
 : -80.0, 0.37, -0.02
- Cc1cc(/C=C(\C#N)C(=O)O)c(C)n1CC1CCCO1 (stereo not given)
 : 33.3, ., .
- Cn1ncc(Cl)c1C(=O)Nc1cccnc1
 : -50.0, 0.51, 0.49
- CC(c1nnc(SCC(=O)c2c(N)n(C)c(=O)n(C)c2=O)n1-c1ccc(Cl)cc1)N(C)C (stereo not given)
 : -61.5, 0.57, 0.36
- CCOCCCNC(=S)NNC(=O)CCn1nc(C)c(Br)c1C
 : -16.7, 1, 1.43
- Cc1cccc(NS(=O)(=O)c2ccccc2)n1
 : ., 0.5, 0.32
- CC1(C)Cc2nc3sc4c(=O)n(CC(=O)NCc5ccccc5)cnc4c3cc2CO1
 : -21.4, -0.56, -0.19
- CCOC(=O)c1sc2nc(NC(=O)C3CCCCC3)sc2c1C
 : ., 0.08, 0.32
- c1ccc(Sc2ncnc3c2oc2ccccc23)nc1
 : ., -0.69, -1.73
- CCC1CCCCN1C(=O)c1cc2cc(Br)ccc2oc1=O (stereo not given)
 : ., 0.85, 0.75
- Cc1ccc(Cc2cncc(O)c2)cc1S(=O)(=O)O
 : 5.7, 2.29, 1.87
- COc1ccc(C(=O)N2CC(=O)N(CCc3ccccc3)C(=O)C2)cc1OC
 : 12.9, 0.57, 0.43
- O=C1c2ccccc2C(=O)N1Cc1ccccn1
 : -15.4, ., .
- Cc1nc2ccc(NC(=O)Cc3ccc4c(c3)OCCO4)cc2s1
 : ., -2.2, -1.94
- Cc1cc(C)n2nc(C(=O)N/N=C/c3c4ccccc4cc4ccccc34)nc2n1
 : ., 0.71, 0.42
- COc1ccc(CC(=O)OCC(=O)Nc2ncc(Cl)cc2Cl)cc1
 : -9.1, 0.04, 0.4
- COc1ccc(O)c(C(=O)c2cc(C(=O)NCCc3ccccc3)c(=O)n(CCc3ccccc3)c2)c1
 : 0.0, -1.07, -0.73
- O=C(CN1C(=O)S/C(=C/c2ccncc2)C1=O)N1CCOCC1
 : -15.4, 0.34, -0.48
- CC(=O)[C@H]1CC[C@H]2[C@@H]3CCC4=CC(=O)CC[C@]4(C)[C@H]3[C@H](O)C[C@]12C
 : 13.0, -1.09, -0.46
- Cc1ccc(NC(=O)CN(C)C(=O)Cn2ncc(Cl)c(Cl)c2=O)cc1
 : -212.5, 0.05, -0.65
- COc1ccc(OC)c(NC(=O)c2cc(-c3cc(Cl)ccc3O)n[nH]2)c1
 : 50.0, 0.14, 1.81
- Cc1ccc(-n2nc(C(=O)N3CCN(C)CC3)c3c4ccccc4n(C)c3c2=O)cc1
 : -268.8, ., .
- Cc1ccc(C2Nc3cccc4cccc(c34)N2)s1
 : ., -0.24, -0.61

Profiles from above.
Results for COc1ccc(OC)c(NC(=O)c2cc(-c3cc(Cl)ccc3O)n[nH]2)c1 → INS promoter inh: 50.0; sdo1 growth: 0.14; sdo1 growth Rescue 24 h: 1.81
Results for Cc1ccc(C2Nc3cccc4cccc(c34)N2)s1 → INS promoter inh: .; sdo1 growth: -0.24; sdo1 growth Rescue 24 h: -0.61

Other compounds
Value order: INS promoter inh, sdo1 growth, sdo1 growth Rescue 24 h
- CCOC(=O)c1cccc(NC(=O)c2ccccc2C)c1
 : -16.7, ., .
- CCCCN1C[C@H](O)[C@@H](O)[C@H](O)[C@H]1CO
 : 39.1, -0.69, -0.17
- CC(OC(=O)CNC(=O)C12CC3CC(CC(C3)C1)C2)C(=O)Nc1ncc(Cl)cc1Cl (stereo not given)
 : -269.2, -0.44, -0.31
- CC(C)CCNC(=O)c1ccc(Cl)c(NC(=O)Cc2ccccc2)c1
 : -30.0, -0.74, -0.02
- CCN(c1cccc(C)c1)c1nc2ccsc2c(=O)s1
 : -33.3, -2.28, -1.77
- CCN1CCN(c2ccc(NC(=O)c3ccccc3F)cc2Cl)CC1
 : -16.7, ., .
- COc1ccc(CCNC(=O)C2CCCN(c3nn4c(=O)cc(C)nc4s3)C2)cc1OC (stereo not given)
 : -3.5, -0.94, -1.6
- CCN(CC(=O)NCCc1ccc(Cl)cc1)Cc1nc2ccccc2c(=O)[nH]1
 : -200.0, ., .
- COc1ccc(-c2nc(C#N)c(N3CCc4ccccc4C3)o2)cc1OC
 : 44.4, -0.84, -0.11
- CCC(=O)NCC(=O)OCC(=O)c1ccccc1
 : -484.6, 0.63, -0.03
- CN(C)S(=O)(=O)c1ccc(NC(=O)CN2CCN(C(c3ccccc3)c3ccccc3)CC2)cc1
 : -40.0, 0.07, 1.16
- CCOC(=O)c1c(N)sc2c(OCC)c(Br)ccc12
 : 16.7, -2.06, -1.76
- Cc1nnc(N/N=C/c2cccc(OCc3ccc(Cl)c(Cl)c3)c2)n1N
 : ., -1.22, -1.2
- CCc1c(O)nc(SCC(=O)NCc2ccco2)[nH]c1=O
 : ., -0.19, -1.2
- O=C(/C=C/c1c(Cl)cccc1Cl)NCCc1ccccc1
 : -8.6, -0.31, 0.7
- COc1ccc(C(=O)NCC2CCCO2)cc1S(=O)(=O)N1CCCc2ccccc21 (stereo not given)
 : 16.7, ., .
- C/C=C(\C)CN1CCN(c2ccc(C)cc2)CC1
 : 8.7, 0.57, 0.17
- CCOc1c(OC)ccc2c3c(c(=O)oc12)CCCC3
 : ., -0.82, -0.74
- O=C(NCCN1CCOCC1)c1cc(-c2ccccc2)on1
 : 0.0, 0.17, -0.82
- CCN1CCN(C(=S)NC(C)c2ccccc2)CC1 (stereo not given)
 : -3.3, -0.15, -0.86
- CCOC(=O)N1CCN(C(=O)c2ccccc2NC(=O)c2ccc(F)cc2)CC1
 : -36.4, 2.23, 2.1
- Cc1cc(-c2n[nH]c(=S)n2/N=C/c2cccc([N+](=O)[O-])c2)n[nH]1
 : 11.1, 0.04, 0.16
- CN(C)c1ccc(CC(=O)c2nc3ccccc3s2)cc1
 : ., 1.13, 0.97
- CCOC(=O)C1C(=O)CC(C)(O)C(C(=O)OCC)C1c1ccccc1OC (stereo not given)
 : 18.2, 0.81, 1.15
- Cc1ccc(C)c2sc(NC(=O)c3nc4ccccc4s3)nc12
 : -46.3, 1.21, 1.3
- Cc1c(-c2cccc(Cl)c2)nc2ccccc2c1C(=O)OCC(=O)Nc1ccc2c(c1)OCO2
 : 46.7, -0.22, 1.98
- Cc1cc(N2CCCCC2)nc(SCC(=O)c2ccccc2)n1
 : -63.6, -1.15, -0.83
- CNCC/C=C1/c2ccccc2CSc2ccccc21
 : -23.8, -0.05, -0.31
- O=C(CN(Cc1ccco1)C(=O)Cn1nnc(-c2cccs2)n1)NCc1ccccc1
 : 41.7, -0.41, -0.84
- COC(=O)c1ccc(CSc2nnc(Nc3ccc(OC)cc3)s2)o1
 : 47.4, 0.13, 0.32
- N#Cc1sc2nc(C3CC3)cc(-c3ccc(Cl)cc3)c2c1N
 : 6.7, -1.17, -0.4
- COC(=O)c1cnn(-c2ccc(C)c(C)c2)c1-n1cccc1
 : ., 0.66[14 µM], 0.71
- O=C(Cc1ccccc1)NCc1n[nH]c(=S)n1-c1ccccc1
 : 15.4, ., .
- OCCN1CCOCCN(CCO)CCN(CCO)CC1
 : ., -0.17, -0.75
- O=C(O)c1cccc(NC(=O)c2cn(-c3ccccc3)nc2-c2ccncc2)c1
 : -5.9, ., .
- CCOC(=O)C1=C(CSc2nccn2C)NC(=O)NC1c1cc(C)ccc1C (stereo not given)
 : 20.0, 0.65, 0.16
- CN(C)S(=O)(=O)c1ccc2[nH]cc(/C=C/c3nc4ccccc4c(=O)n3-c3ccccc3)c2c1
 : -55.3, -0.28, 0.71
- COc1ccccc1C(=O)NC(=Nc1nc2ccccc2o1)NC(=O)c1ccccc1OC
 : -42.1, -1.54, -1.15
- COC(=O)COc1ccc(S(=O)(=O)NCc2cccnc2)cc1
 : -460.0, 0.11, -0.04
- Cc1cccc(/C=C2/C(=O)/C(=C/c3ccccc3C)C3CCC2N3C)c1 (stereo not given)
 : ., -1.14, -0.66
- CCOc1ccc(CC2CCC(=O)NC2=O)cc1 (stereo not given)
 : ., -0.15, -0.85
- O=[n+]1c2c(n([O-])c3cc(F)c(N4CCCC4)cc31)CCCC2
 : ., 0.45, 1.46
- O=C(Nc1ccc(OC(F)(F)C(F)F)c(NC(=O)c2ccc(F)cc2)c1)c1ccc(F)cc1
 : 27.3, ., .
- Cc1cccc(NC(=O)C2CC(=O)OC23CCCCC3)c1 (stereo not given)
 : i, 0.15, -1.09
- Cc1ccc(NC(=O)COC(=O)Cc2ccsc2)cc1S(=O)(=O)N1CCOCC1
 : 17.6, 0.58, -0.43
- COc1cccc(-n2nnnc2SCC(=O)Nc2ccc(C(C)=O)cc2)c1
 : -85.7, -0.53, 0.53
- CCOc1ccccc1OCc1nn2c(-c3ccc(C)cc3)nnc2s1
 : ., -1.63, -1.18
- CC(=O)NS(=O)(=O)c1ccccc1
 : 46.1, 1.08, 0.8
- CCOC(=O)N1CCN(CC(=O)Nc2ccc(Oc3ccccc3)cc2)CC1
 : 28.6, -0.84, -1.07
- CCN1CCN(Cc2c(OC)ccc3ccccc23)CC1
 : -12.5, 1.53, 1.68
- CC1(CCc2ccccc2)NC(=O)N(CC(=O)Nc2ccc3c(c2)OCCO3)C1=O (stereo not given)
 : 63.6, ., .
- Cc1nn(C)c(Cl)c1S(=O)(=O)N[C@@H](c1ccccc1)[C@]1(C)C[C@H]1[C@@H](C)C(=O)Nc1ccc2ccccc2c1
 : 42.9, 0.74, 0.99
- Cc1noc(C)c1S(=O)(=O)NCc1ccc2c(c1)OCO2
 : ., 0.3, -0.12
- CCOC(=O)N1CCC(NC(=O)c2ccc3c(c2)N(Cc2ccccc2)CCS3)CC1
 : ., -1.67, -1.68
- CC(=O)Nc1cc(S(=O)(=O)C(F)(F)F)ccc1Cl
 : 51.4, 0.3, 0.28
- CC(=O)c1ccc(Nc2ncnc3c2oc2ccccc23)cc1
 : 30.3, -0.31, 0.52
- CN1CCN(Cc2c(O)ccc3c(-c4ccccc4)cc(=O)oc23)CC1
 : ., 0.72, 0.45
- CCOc1ccc2[nH]c(=O)c(C(c3nnnn3C3CCCCC3)N3CCN(C)CC3)cc2c1 (stereo not given)
 : -6.2, 1.31, 1.8
- COC(=O)c1c(C(=O)NCc2ccccc2)ncn1CC(O)COc1ccccc1 (stereo not given)
 : 6.1, 0.36, 0.59
- COc1ccc(/C=C2\N=C(c3c(-c4ccccc4)noc3C)OC2=O)cc1OC
 : 0.0, -0.31, -0.79

Later entries
Value order: INS promoter inh, sdo1 growth, sdo1 growth Rescue 24 h
- Cc1ccc(N/C=C(/C#N)c2ccsc2)cc1
 : 42.9, -1.33, -0.73
- CC1CCCCN1Cc1ccc(N)cc1 (stereo not given)
 : 13.3, -0.16, -0.65
- CCOc1ccccc1N=C1NC(=O)CS1
 : -138.1, 0.38, -0.61
- COC(=O)C1=C(NC(=O)c2ccc(C)c(C)c2)CCS1
 : 45.5, -0.65, 0.25
- O=C(COc1ccccc1)NC1=NCCS1
 : -16.2, 0.07, -0.06
- Cc1cc2ccccc2n1CCNC(=O)C(C)Oc1ccccc1 (stereo not given)
 : ., 0, -0.16
